IkB signaling = inhibitors of IkB signaling in ABC-DLBCL cells; Potency, µM (top dose mostly 57.1 µM), for the others: top-dose IkBa stabilization activation; ABC-DLBCL IkBa-CBG/CBR dual luciferase ratio, 4 h; response scale: scaled: untreated 0%, proteasome inhibitor 100%; 110,000 tested, 0.04% active; AID 445; active = well fitted curve in the direction sought with a large enough effect in the signal ratio, not every such curve was filed as active; inconclusive = small, poorly fitted or top-dose-only effect, or a change in a side signal; the % refers to the signal ratio;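 note: the direction sought is a rising ratio; 0% = basal untreated cells and 100% = reference inhibitor full response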
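Luminescence ratio of IκBα-fused green versus native red beetle luciferase in OCI-Ly3 cells, 4 h post-doxycycline with compound; red signal alone, scaled from basal (0%) to zero light (-100%), flagged nonspecific or cytotoxic effects.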
Peg3 imprint = inducers of genomic imprint erasure in mouse ES cells. mouse ES Peg3-LacZ reporter, beta-gal luminescence, 40 h. 110,000 tested, 0.02% active. AID 1948. Potency, µM (titrated, usually from 60.7 µM), for inactives: top-dose activity change, positive = activation, actives largely listed as activators;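 note: 0% = negative control wells on the plate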
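Gelatin-coated wells received 300 freshly trypsinized female ES cells with a Peg3LacZ-Neo reporter on the maternal allele, then incubated 40 hours at 37C. BetaGlo was added for 5 minutes at room temperature before a single luminescence read.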
p53ts 32C kill = p53ts cell cytotoxicity, permissive temperature; H1299-p53A138V at 32C, ATP luminescence viability, 24 h; Potency, µM (series often up to 46.1 µM), for the others: top-dose activity change, negative = cytotoxicity, usual class: cytotoxic; 130,000 tested, 0.93% active; AID 924;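 note: 0% = DMSO and -100% = full killing by reference compound; nearly all actives have a fitted effect of over 55% in size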
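Viability by ATPlite luminescence after 24 h compound treatment (up to 46 uM) at the permissive 32C. Cells are H1299 carrying p53 A138V. Scale runs from DMSO basal to 100 uM tamoxifen as full kill; AC50 from Hill fits.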
p53ts 39C tox = kills p53ts cells at the nonpermissive temperature; H1299-p53A138V viability at 39C, ATP luminescence, 24 h; Potency, µM (top dose mostly 46.1 µM), for inactives: at the highest dose activity change, negative = cell killing, most hits filed as cytotoxic; 130,000 tested, 1.5% active; AID 902; note: nearly all actives have a fitted effect of over 55% in size
Starred values were filed as active, the others as inactive; ? = inconclusive; nt = no result given; & = joins results of further samples; [ ] = another dose, or the depositor's remark. Unless noted, calls come from the whole dose curve; as a rule, active = well fitted curve in the direction sought with a large enough effect; inconclusive = small, poorly fitted or top-dose-only effect, or another doubt; inactive = no such curve, though single readings can be large; an effect the other way counts as inactive or inconclusive. Unless noted, % is set by controls: 0 for no effect and ±100 for the full control effect; potency is the fitted concentration of half-maximal effect. These rows are one share of the data. The share of hits here may be higher or lower than overall.

Assay codes: A = IkB signaling; B = Peg3 imprint; C = p53ts 32C kill; D = p53ts 39C tox
> COC1=C[C@H]2[C@H]3Cc4ccc(OC)c(O)c4[C@@]2(CCN3C)CC1=O
  A = nt; B = 2%; C = -8%; D = -6%

> O=C(c1ccco1)C12CN3CN(CN(C3)C1)C2
  A = nt; B = nt; C = 15%; D = 13%

> O=C(Nc1cccc(F)c1)N1CCC2(CC1)CCN(C(=O)Oc1ccccc1)CC2
  A = 2.5%[11.4 µM]; B = nt; C = -8%; D = -11%

> C[C@@H]1C[C@@H]([C@H](O)CC2CC(=O)NC(=O)C2)C(=O)[C@@H](C)C1
  A = ?; B = -29%&2%&-25%; C = 27%; D = ?

> O=C(CN1C(=O)CN=C(c2ccccc2)c2ccccc21)NCc1ccco1
  A = 2.1%; B = -3%; C = 3%; D = 4%

> CCCCn1c(O)c(C(C)=NCCCN(CC)CC)c(=O)[nH]c1=O
  A = 0.6%; B = -1%; C = -10%; D = 6%

> Cc1ccc(-n2c(=O)c3ccc(C(=O)NCc4ccccc4Cl)cc3n(CC(=O)Nc3cccc(Cl)c3)c2=O)cc1
  A = 2.7%; B = -23%[10.9 µM]; C = -22%; D = 17%

> COc1cc2c(cc1OC)[C@@H]1C(=O)c3ccc(OC)c(CC=C(C)C)c3OC1CO2 (stereo not given in full)
  A = nt; B = -27%; C = 36%[activator]; D = 34%[activator]

> CC1(C)Cc2c(sc3c2C(=O)NC(c2cccnc2)N3)CO1 (stereo not given)
  A = nt; B = nt; C = -9%; D = -18%

> COP(=S)(OC)SCN1C(=O)c2ccccc2C1=O
  A = 0.9%; B = -23%; C = 8%; D = -10%

> COc1ccc(OCC(=O)N2CCN(CC3CC4C=CC3C4)CC2)cc1 (stereo not given)
  A = 1.1%; B = -21%; C = -5%; D = -16%

> COc1ccc2nc(NC(=O)CCc3nc(C4=CCN(C)CC4)no3)sc2c1
  A = ?; B = -30%; C = -9%; D = -1%

> O=c1[nH]c(=O)n(C2CCCCCC2)c(O)c1C=NC1CCN(Cc2ccccc2)CC1
  A = 2.3%; B = -9%; C = 0%; D = -16%

> O=C(O)c1ccccc1Nc1cccc(C(F)(F)F)c1
  A = ?; B = -65%[inhibitor]; C = -7%; D = -13%

> Nc1ccc(Oc2ccc(N)cc2)cc1
  A = 1.1%; B = 2%; C = 15%[1.84 µM]; D = 10%

> CN1CCN(c2ccc(NC(=O)C(C)(C)C)cc2)CC1
  A = ?; B = -13%; C = -4%; D = -1%

> COc1cccc(/C=C/c2nc3ccccc3c(=O)n2-c2ccc(Cl)cc2)c1OC
  A = ?; B = -19%[10.9 µM]; C = -8%; D = -23%

> C=CCN1CC[C@@]23c4c5ccc(O)c4O[C@H]2/C(=N\N=C2/CC[C@@]4(O)[C@H]6Cc7ccc(O)c8c7[C@@]4(CCN6CC=C)[C@@H]2O8)CC[C@]3(O)[C@@H]1C5
  A = 1.0%&-4.4%; B = -8%; C = ?; D = ?

> C[C@H](N)Cc1c[nH]c2ccc(OCc3cccs3)cc12
  A = 0.3%&-8.2%; B = -23%; C = 53%&15%[activator]; D = 6%&31%

> C=CCn1c(O)c(C(C)=NCc2cccnc2)c(=O)[nH]c1=O
  A = 2.5%; B = -3%; C = 5%; D = 3%

> O=C1CC(c2ccc(C(F)(F)F)cc2)c2c(c3ccccc3oc2=O)O1 (stereo not given)
  A = ?; B = 1%[10.9 µM]; C = -2%; D = -18%

> O=C(COc1ccccc1)N1CCN(C2CCCC2)CC1
  A = -1.5%; B = -14%; C = -3%; D = 3%

> O=C(c1ccccc1)c1cn(CC(=O)N2CCCC2)c2ccccc12
  A = 0.6%; B = -10%; C = 2%; D = 15%

> Cc1cccc(-n2c(/C=C/c3c[nH]c4ccccc34)nc3ccccc3c2=O)c1
  A = ?; B = -15%[10.9 µM]; C = -3%; D = -12%

> CCC(=NCCCN(CC)CC)c1c(O)n(C2CCCCC2)c(=O)[nH]c1=O
  A = -0.7%; B = -11%; C = 3%; D = 12%

> CCCCCCN=C(C)c1c(O)n(CCCC)c(=O)[nH]c1=O
  A = -2.5%; B = 11%; C = -1%; D = -6%

> N[C@H](Cn1ccc(=O)[nH]c1=O)C(=O)O
  A = 5.0%; B = nt; C = -3%; D = 13%

> Cc1cc(C)n(CCOC(=O)C2C(C=C(Cl)Cl)C2(C)C)n1 (stereo not given)
  A = 0.6%; B = -14%; C = 9%; D = 0%

> CCC(=Nc1ccc(OC)cc1OC)c1c(O)[nH]c(=O)[nH]c1=O
  A = -2.1%; B = -3%; C = 4%; D = 8%

> CN(C)CCCc1c[nH]c2ccccc12
  A = -0.3%[11.4 µM]; B = -2%[10.9 µM]; C = 4%[9.22 µM]; D = -9%[9.22 µM]

> O=c1cccc2n1CC1CC2CN(Cc2c(F)cccc2Cl)C1 (stereo not given)
  A = 4.9%; B = -10%; C = -3%; D = 4%

> Cc1ccc(CN2CCN(CC(=O)N3CCC4(CC3)OCCO4)C2=O)cc1
  A = 0.5%; B = -2%; C = -1%; D = 9%

> CCCCP(=O)(O)CCC(=O)O
  A = -1.7%; B = -9%; C = 5%; D = 6%

> CC12CC(c3ccccc3O1)C(C(=O)OCc1ccccc1)C(=O)N2 (stereo not given)
  A = 1.0%; B = -8%; C = 3%; D = 9%

> C[C@H](CN(C)C)C(C#N)(c1ccccc1)c1ccccc1
  A = 0.6%[11.4 µM]; B = -6%[10.9 µM]; C = -5%[9.22 µM]; D = -2%[9.22 µM]

> O=C(Nc1cccc(Cl)c1)c1c(O)c2c(n(Cc3ccco3)c1=O)CCCC2
  A = 2.7%; B = 10%; C = -2%; D = 3%

> N=c1sc2c(n1Cc1ccccc1)CCCC2
  A = 0.9%; B = -16%; C = 1%; D = -14%

> Cc1c(Cl)cccc1NC(=O)CN1C(=O)C(C)N=C(c2ccccc2)c2ccccc21 (stereo not given)
  A = ?; B = ?; C = 12%; D = -15%

> O=C1CN=C(c2ccccc2)c2oc3ccc(Br)cc3c2N1
  A = 0.4%; B = -9%; C = 0%; D = -10%

> C[C@]12N[C@@H](Cc3ccccc31)c1ccccc12
  A = 0.3%; B = -14%; C = -8%; D = 1%

> CCCCOC(=O)C1=C(N)OC2=C(C(=O)CCC2)[C@]12C(=O)N(C)c1ccccc12
  A = -0.5%; B = -3%; C = -14%; D = -7%

> CNCCc1ccc(O)c(O)c1
  A = -0.2%; B = -44%[inhibitor]; C = ?; D = 20µM*

> Cc1cc(OCc2nn[nH]n2)c2c3c(c(=O)oc2c1)CCCC3
  A = 1.8%; B = -11%; C = 0%; D = 4%

> NC[C@H](CS(=O)(=O)O)c1ccc(Cl)cc1
  A = 0.2%; B = -1%; C = 10%; D = 3%

> O=c1c(C=Nc2cccnc2Cl)c(O)n(CCCCl)c(=O)n1C1CCCCC1
  A = nt; B = nt; C = -10%; D = -17%

> Cc1nonc1-c1nc(-c2nonc2N)n[nH]1
  A = 1.5%; B = -56%[inhibitor]; C = 1%; D = 4%

> NC(=O)C1(N2CCCCC2)CCN(Cc2ccccc2)CC1
  A = 1.4%; B = -14%; C = 0%; D = 9%

> C[C@]12CCC(=O)C=C1CC[C@@H]1[C@@H]2CC[C@]2(C)C(=O)CC[C@@H]12
  A = -0.4%&-2.3%; B = -9%&-2%&6%; C = 0%&-12%[1.84 µM]; D = 10%&11%

> O=C(CCC(=O)N1CCC2(CC1)OCCO2)Nc1nnc(C(F)(F)F)s1
  A = 3.3%; B = -3%; C = 3%; D = -6%

> CC1(C)C(C(=O)NCc2ccco2)C1(C)C
  A = -0.1%; B = -6%; C = 2%; D = 2%

(listing goes on)
Assay codes: A = IkB signaling; B = Peg3 imprint; C = p53ts 32C kill; D = p53ts 39C tox
> C=C(Cl)CCl
  A = 0.1%; B = 2%; C = -8%[1.84 µM]; D = 2%

> O=P(C(c1ccc2c(c1)OCO2)N1CCOCC1)(N1CCOCC1)N1CCOCC1 (stereo not given)
  A = -0.6%; B = 2%; C = -15%; D = 9%

> CC1(C)C2([N+](=O)[O-])CNCC1([N+](=O)[O-])CNC2
  A = nt; B = nt; C = -9%; D = -6%

> CCOC(=O)C1CCN(C(C)C(=O)c2c(C)[nH]c3cc(C)ccc23)CC1 (stereo not given)
  A = 1.5%; B = -8%; C = 2%; D = 7%

> Clc1ccc2c(c1)C(c1ccccc1Cl)=NCc1nncn1-2
  A = nt; B = nt; C = -7%; D = 13%

> CCC(C)C(=O)c1c(O)c(C)c2oc3c(C)c(O)c(C(=O)C(C)CC)c(O)c3c2c1O (stereo not given)
  A = nt; B = 6%; C = 13µM*; D = 13µM*

> COc1ccccc1N1CCN(Cc2cccc(OC)c2O)CC1
  A = 2.1%; B = -10%; C = -5%; D = 2%

> COc1ccc(NC(=O)CN2C3CCC2CC(O)(c2cccnc2)C3)cc1OC (stereo not given)
  A = -0.9%; B = 2%; C = 5%; D = -6%

> CCn1c(=O)n(CC(=O)N2CCC3(CC2)OCCO3)c(=O)c2ccccc21
  A = -1.5%; B = -5%; C = -3%; D = 6%

> Oc1cc2c(cc1CN1CCN(c3ccccc3)CC1)CCC2
  A = 0.5%; B = -10%; C = -12%; D = -1%

> CN(C)c1cccc(C(=O)Nc2nc3ccc(S(=O)(=O)NC(C)(C)C)cc3s2)c1
  A = 0.3%; B = -6%[10.9 µM]; C = 32%[activator]; D = 8%

> Oc1c(Cl)c(Cl)c(Cl)c(Cl)c1Cl (tested in a mixture with another compound)
  A = 7.4%&4.8%&3.5%&1.5%[11.4 µM]; B = -16%&0%&7%&0%[10.9 µM]; C = 6%&5%&-7%&-12%[9.22 µM]; D = 0%&0%&1%&-1%[9.22 µM]

> CCC[C@@](C)(COC(N)=O)COC(=O)NC(C)C
  A = 3.1%[25.6 µM]; B = -7%[16.8 µM]; C = -1%[20.6 µM]; D = 0%[20.6 µM]

Taken from the listing, 15 compounds:
Assay codes: A = IkB signaling; B = Peg3 imprint; C = p53ts 32C kill; D = p53ts 39C tox
> Cc1nonc1-c1nc(-c2nonc2N)n[nH]1
  A = 1.5%; B = -56%[inhibitor]; C = 1%; D = 4%

> NC(=O)C1(N2CCCCC2)CCN(Cc2ccccc2)CC1
  A = 1.4%; B = -14%; C = 0%; D = 9%

> C[C@]12CCC(=O)C=C1CC[C@@H]1[C@@H]2CC[C@]2(C)C(=O)CC[C@@H]12
  A = -0.4%&-2.3%; B = -9%&-2%&6%; C = 0%&-12%[1.84 µM]; D = 10%&11%

> O=C(CCC(=O)N1CCC2(CC1)OCCO2)Nc1nnc(C(F)(F)F)s1
  A = 3.3%; B = -3%; C = 3%; D = -6%

> CC1(C)C(C(=O)NCc2ccco2)C1(C)C
  A = -0.1%; B = -6%; C = 2%; D = 2%

> C=C(Cl)CCl
  A = 0.1%; B = 2%; C = -8%[1.84 µM]; D = 2%

> O=P(C(c1ccc2c(c1)OCO2)N1CCOCC1)(N1CCOCC1)N1CCOCC1 (stereo not given)
  A = -0.6%; B = 2%; C = -15%; D = 9%

> CC1(C)C2([N+](=O)[O-])CNCC1([N+](=O)[O-])CNC2
  A = nt; B = nt; C = -9%; D = -6%

> CCOC(=O)C1CCN(C(C)C(=O)c2c(C)[nH]c3cc(C)ccc23)CC1 (stereo not given)
  A = 1.5%; B = -8%; C = 2%; D = 7%

> Clc1ccc2c(c1)C(c1ccccc1Cl)=NCc1nncn1-2
  A = nt; B = nt; C = -7%; D = 13%

> CCC(C)C(=O)c1c(O)c(C)c2oc3c(C)c(O)c(C(=O)C(C)CC)c(O)c3c2c1O (stereo not given)
  A = nt; B = 6%; C = 13µM*; D = 13µM*

> COc1ccccc1N1CCN(Cc2cccc(OC)c2O)CC1
  A = 2.1%; B = -10%; C = -5%; D = 2%

> COc1ccc(NC(=O)CN2C3CCC2CC(O)(c2cccnc2)C3)cc1OC (stereo not given)
  A = -0.9%; B = 2%; C = 5%; D = -6%

> CCn1c(=O)n(CC(=O)N2CCC3(CC2)OCCO3)c(=O)c2ccccc21
  A = -1.5%; B = -5%; C = -3%; D = 6%

> Oc1cc2c(cc1CN1CCN(c3ccccc3)CC1)CCC2
  A = 0.5%; B = -10%; C = -12%; D = -1%

Assay outcomes: PubChem BioAssay, National Center for Advancing Translational Sciences (NCATS)
